# Screens as filed in PubChem.
# TR-FRET SRC-2 ct: TR-FRET artefact, counter-screen to PPARgamma/SRC-2 agonist assay; hit rate 0.4% among 200,000; active compounds read high; TR-FRET ratio at 8 µM; in the data active = TR-FRET ratio above about 2000; also: inactives centre near 1500; reference of the scale not given here
# PPARg SRC3 recr: agonists of human PPARgamma SRC-3 coactivator recruitment. P37231. biochemical PPARgamma/SRC-3 coactivator recruitment assay. activation, % at 8 µM. hit rate 0.26% among 200,000; in the data active = activation above about 23%;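 also: 0% = DMSO and 100% = reference agonist; some compounds past the cut are filed as inactive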
# bIAP inh: intestinal alkaline phosphatase (bovine) inhibition; purified bovine IAP, CDP-star luminescence, 30 min; 190,000 tested, under 10 active; inhibition, % at 20 µM;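 active = over 50% inhibition of intestinal alkaline phosphatase at 20 µM in the single-dose screen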
#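 System: Purified bovine intestinal alkaline phosphatase (IAP) enzyme | Input: IAP diluted 1/65,000,000 in the well | Also added: CDP-star chemiluminescent phosphatase substrate, 30 µM final | Dosing: 20 µM single dose | Times: Enzyme reaction for 30 min at room temperature | Detection: Luminescence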
# ROMK primary: human ROMK K+ channel modulation, primary screen; P48048; Tet-inducible ROMK, thallium flux fluorescence; actives lie on both sides; B-score at 10 µM; hit rate 2% among 130,000; AID 1918;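 active = signal ratio slope over the read window, or its plate-corrected B-score, at least 3 SD from the plate mean, either direction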;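 also: B-score of the F/F0 ratio slope over 7 to 12 s after thallium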
# DTT redox prof: compounds producing H2O2 with reducing agent – biochemical, NIH compound library profiling, artefact control for MLSCN library redox annotation, primary screen; activation, % at 10 µM; hit rate 0.03% among 200,000; AID 878; DTT-dependent redox cycling H2O2, phenol red/HRP absorbance; 100% = 100 µM peroxide control, 0% = buffer;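 active = activation of at least 50% relative to the plate's high and low controls in the primary single-dose screen; inactive = activation below 50%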;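 also: compound incubated with DTT at 0.8 mM final as the reducing agent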
# PPARg SRC1 recr: promotes SRC-1 coactivator recruitment by human PPARgamma. P37231. PPARgamma-SRC-1 coactivator recruitment biochemical assay. activation, % at 8 µM. hit rate 0.41% among 200,000; in the data active = activation above about 19%;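 also: 0% = DMSO and 100% = reference agonist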
# TLR4-MyD88 BLA: TLR4-MyD88 interaction inhibition in cells; O00206+Q99836; HeLa CL3-4 TLR4/MyD88 BLA complementation, FRET ratio; inhibition, % at 8.4 µM; hit rate 0.18% among 200,000; in the data active = inhibition above about 25%;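 also: 0% = vehicle and 100% = reference inhibitor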
# Target sequence (O00206 whole entry, looked up): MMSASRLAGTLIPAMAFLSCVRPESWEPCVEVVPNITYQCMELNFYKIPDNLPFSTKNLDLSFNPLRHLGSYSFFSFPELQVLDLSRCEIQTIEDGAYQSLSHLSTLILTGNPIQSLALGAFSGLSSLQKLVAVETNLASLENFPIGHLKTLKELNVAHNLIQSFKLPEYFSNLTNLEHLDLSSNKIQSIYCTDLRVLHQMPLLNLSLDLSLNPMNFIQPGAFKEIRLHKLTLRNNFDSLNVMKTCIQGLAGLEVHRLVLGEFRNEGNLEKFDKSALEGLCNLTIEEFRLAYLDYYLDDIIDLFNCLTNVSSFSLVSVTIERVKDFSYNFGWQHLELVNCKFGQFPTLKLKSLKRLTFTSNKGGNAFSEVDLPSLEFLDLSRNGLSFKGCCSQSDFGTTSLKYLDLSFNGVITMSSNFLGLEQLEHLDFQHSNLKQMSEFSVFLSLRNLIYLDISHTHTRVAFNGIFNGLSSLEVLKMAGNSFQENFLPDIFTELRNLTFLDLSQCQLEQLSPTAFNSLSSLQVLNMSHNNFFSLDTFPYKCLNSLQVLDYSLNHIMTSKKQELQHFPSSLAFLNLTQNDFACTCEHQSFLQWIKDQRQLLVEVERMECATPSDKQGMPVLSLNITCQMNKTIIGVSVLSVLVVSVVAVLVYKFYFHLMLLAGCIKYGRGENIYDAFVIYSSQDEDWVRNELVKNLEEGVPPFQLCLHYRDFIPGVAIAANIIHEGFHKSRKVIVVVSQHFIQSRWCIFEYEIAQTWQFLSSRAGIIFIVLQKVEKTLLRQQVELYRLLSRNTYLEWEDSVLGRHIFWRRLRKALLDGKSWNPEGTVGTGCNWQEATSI
# Target sequence (Q99836 whole entry, looked up): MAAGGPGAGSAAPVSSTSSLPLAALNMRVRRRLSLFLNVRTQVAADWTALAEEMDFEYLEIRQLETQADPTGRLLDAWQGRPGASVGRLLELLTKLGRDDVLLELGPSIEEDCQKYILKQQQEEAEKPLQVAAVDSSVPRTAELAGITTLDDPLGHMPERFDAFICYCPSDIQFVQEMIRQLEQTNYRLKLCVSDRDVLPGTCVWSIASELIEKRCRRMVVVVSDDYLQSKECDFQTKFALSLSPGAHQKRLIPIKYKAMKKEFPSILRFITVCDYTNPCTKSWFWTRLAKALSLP
# L major viab: inhibitors of Leishmania major promastigote growth. Leishmania major promastigotes, resazurin fluorescence viability. inhibition, % at 10 µM. hit rate 9% among 200,000; in the data active = inhibition above about 50%;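 also: promastigotes grown with compound for 44 hours at 28 °C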
# S1P3 antagonist: S1P3 (human) receptor antagonism; inhibition, % at 4.98 µM; AID 485; Q99500; CHO S1P3 NFAT-BLA reporter, FRET fluorescence, antagonist mode; hit rate 0.27% among 170,000;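 active = inhibition above the plate cutoff, the mean inhibition of test wells on that plate plus 3 SD, cut at about 28% in these data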;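 also: cells challenged with S1P at its EC80 of 0.8 µM; blue over green emission ratio from cleaved BLA substrate after 4 h stimulation; 0% = S1P-stimulated wells and 100% = unstimulated DMSO-only wells; some compounds past the cut are filed as inactive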
# PPARg SRC2 recr: promotes SRC-2 coactivator recruitment by human PPARgamma. AID 1032. hit rate 0.34% among 200,000. activation, % at 8 µM. PPARgamma LBD-SRC-2 recruitment, biochemical. P37231; in the data active = activation above about 22%;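 also: 0% = vehicle and 100% = reference agonist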
# bIAP act: intestinal alkaline phosphatase (bovine) activation. purified bovine IAP, CDP-star luminescence, 30 min; active compounds read high; fold of DMSO-control signal, blank-subtracted. activation factor at 20 µM. hit rate 0.17% among 200,000;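 active = activation factor of 2 or more at 20 µM, a signal rise over negative controls twice the positive control's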
# * marks the source's active call; other numbers are inactive results; . = no result given.
SMILES,TR-FRET SRC-2 ct,PPARg SRC3 recr,bIAP inh,ROMK primary,DTT redox prof,PPARg SRC1 recr,TLR4-MyD88 BLA,L major viab,S1P3 antagonist,PPARg SRC2 recr,bIAP act
CC(C)[C@H](NC(=O)c1ccco1)C(=O)OCC(=O)Nc1cccc(F)c1,1760,4,10,-0.44,-0.6,2,1,-6,-18,8,0.9
Cc1cc(NS(=O)(=O)c2ccc(NC(=O)CCCC(=O)O)cc2)nc(C)n1,1415,-4,8,.,1.7,-2,-6,-5,-3,-3,0.9
COCCN(C(=O)CNC(=O)c1cccs1)C(C(=O)NC1CCCCC1)c1ccco1 (stereo not given),1531,3,4,-0.031,-0.1,3,-1,7,-20,0,1
CCCC1(C(=O)O)NC(c2ccccc2O)C2C(=O)N(c3cccc(Cl)c3)C(=O)C21 (stereo not given),.,.,-29,.,-1.1,.,.,-4,-19,.,1.3
CC(C)CCNC(=O)CNC(=O)c1cccs1,1549,-9,3,-0.85,0.5,0,-5,-4,.,4,1
COc1ccccc1CN(Cc1cc2c(C)ccc(C)c2[nH]c1=O)Cc1nnnn1Cc1ccco1,1431,10,-1,.,-2.4,5,3,100*,41,4,1
O=C(OCc1nc2scc(-c3ccccc3)c2c(=O)[nH]1)c1cc(Cl)ccc1[N+](=O)[O-],1770,-1,-6,-0.051,-0.2,-3,-3,-10,-2,8,1.1
S=C(NCCc1ccccc1)N1CCN(Cc2ccc(Cl)c(Cl)c2)CC1,1732,-1,39,.,-0.2,0,13,0,-7,10,0.6
CCOC(=O)CSc1cc(C)nc(N)n1,1711,-6,12,.,2.1,2,3,-6,-20,0,0.9
COc1cc([N+](=O)[O-])ccc1NC(=O)CCN1C(=O)C2C3CCC(C3)C2C1=O (stereo not given),1746,-4,39,.,.,1,-8,56*,3,3,0.6
COc1ccc(N2CCN(CCNC(=O)CCCn3c(=O)[nH]c4cc(Cl)ccc4c3=O)CC2)cc1,1489,6,1,-0.041,-3.8,-8,0,1,.,5,1
Cc1cccc(NC(=O)c2ccc(CN3CCc4ccccc4C3)cc2)c1C,1565,2,-2,.,-1.2,6,6,57*,-33,5,1
CCCc1cc(C(=O)NCC(C)C)no1,1590,11,1,.,1.0,3,-6,-9,-31,3,1
O=C1CCC(Cc2ccccc2)N1 (stereo not given),1654,2,3,.,-2.0,0,18,-7,-13,6,1
CC1CCCCN1C(=O)c1ccc(C(=O)N2CCCCC2C)cc1 (stereo not given),1778,-6,2,-1.6,-3.4,4,-2,-5,-11,9,1
CC1CCCN(CCSc2ccc(Cl)cc2)C1 (stereo not given),1394,-1,5,.,-0.2,-9,6,72*,6,2,1
CC(=O)c1ccc(NS(=O)(=O)c2ccc(C)cc2)cc1,1448,-1,0,-0.055,-0.5,-5,15,-4,.,0,1
COc1ccc(C(=O)C[n+]2ccc(-c3nnc4n3CCC4)cc2)cc1,1454,2,8,1.3,-0.1,0,-4,-4,-11,-12,0.9
Cc1ccccc1C(C(=O)NC1CCCCC1)N(C(=O)CNC(=O)c1ccco1)c1cccnc1 (stereo not given),1677,5,0,0.55,-0.5,1,-3,-2,-5,4,1
COc1ccc(OC)c(S(=O)(=O)N2CCN(C34CC5CC(CC(C5)C3)C4)CC2)c1,1550,-6,-8,.,0.5,13,-12,9,10,-3,1.1
O=[n+]1c2c(n([O-])c3cc(F)ccc31)CCCC2,1319,7,11,.,0.0,5,1,-2,4,7,0.9
O=[N+]([O-])c1ccc(Nc2nc(N/N=C\c3ccc4c(c3)OCO4)nc(N3CCCCC3)n2)cc1,1406,-1,5,.,2.7,3,-11,100*,.,2,0.9
CN(CC1COCCO1)c1nc2nonc2nc1N1CCSCC1 (stereo not given),1509,3,0,0.37,-0.8,5,-23,8,5,7,1
COc1ccc(CSc2cccc3cccnc23)cc1[N+](=O)[O-],1504,1,3,.,-0.1,-9,11,-3,-10,9,1
CCOC(=O)c1c(C)[nH]c(/C(C)=N/O)c1C,1506,-1,-1,1.3,-1.3,4,5,-4,.,6,1
# The list goes on:
SMILES,TR-FRET SRC-2 ct,PPARg SRC3 recr,bIAP inh,ROMK primary,DTT redox prof,PPARg SRC1 recr,TLR4-MyD88 BLA,L major viab,S1P3 antagonist,PPARg SRC2 recr,bIAP act
CCOC(=O)c1c(C)n(C)c2ccc(OC)c(NS(=O)(=O)CC)c12,1361,5,18,.,0.9,6,2,0,-10,0,0.8
CC(=O)NNc1ccc(C(F)(F)F)cc1[N+](=O)[O-],1547,-9,9,0.67,-0.3,6,-20,-1,.,5,0.9
Cn1c(C(=O)NCCC2=CCCCC2)cc2c(=O)n3ccccc3nc21,1623,4,1,.,-0.5,5,-2,-1,31,2,1
O=C(Nc1cc([N+](=O)[O-])ccc1Cl)C(Sc1ccccc1)c1ccccc1 (stereo not given),1460,0,13,0.0049,-1.1,6,8,96*,-1,1,0.9
Cn1c(=O)[nH]c(=O)c2[nH]c(N(Cc3ccccc3)Cc3ccccc3)nc21,1465,0,8,.,1.1,10,19,16,12,4,0.9
C=C(C)CN(CC)Cc1c(C(=O)N(C)CCCC)nc2ccccn12,1417,3,-20,0.18,0.1,1,-6,2,2,4,1.2
CCOC1CC(C)(C)NC(=S)N1 (stereo not given),1630,-3,2,0.23,-0.5,1,-13,-2,2,11,1
Cc1cccc(N2C(=O)CC(N(C(=O)c3ccco3)c3cccc(C)c3)C2=O)c1 (stereo not given),1620,-8,-8,0.61,0.8,-1,-7,-7,-16,10,1.1
O=C1NCCCC2c3c(cc(Br)c(O)c3Br)OC12N1CCCCC1 (stereo not given),1668,5,10,-1.4,-0.3,-2,6,2,.,7,0.9
FC(F)(F)Oc1ccc(NC(=S)NCc2ccccc2)cc1,1725,4,10,.,-0.1,2,-3,-3,3,-4,0.9
CS(=O)(=O)Nc1ccc(C(=O)NCCSCc2ccco2)cc1,1594,6,0,.,-0.7,8,-7,-3,-8,6,1
Cc1c(C)c2ccc(OC3CCCCC3=O)cc2oc1=O (stereo not given),1617,5,-1,0.15,2.4,12,5,-3,-28,6,1
Cc1noc(C)c1S(=O)(=O)N1CCCC(C(=O)Nc2ccc(Cl)cn2)C1 (stereo not given),1526,-8,2,.,1.9,1,-2,3,7,-1,1
CCN(CC)S(=O)(=O)c1ccc2[nH]c(=O)[nH]c2c1,1476,-2,7,.,-3.2,1,5,-2,12,0,0.9
CC(Sc1nnc(-c2cccs2)n1-c1ccccc1)C(=O)NCc1ccc2c(c1)OCO2 (stereo not given),1543,-6,10,0.16,0.6,5,3,91*,.,0,0.9
Cc1cc2cc(CNC(=O)Nc3cccc(Cl)c3)ccc2n1C,1932,16,5,.,1.3,9,-1,-5,.,9,0.9
C=CCNC(=S)N(Cc1ccccc1)Cc1ccc(F)cc1,1660,3,16,-0.67,-2.6,0,10,21,1,0,0.8
CC1(C)CC(NC(=O)C(F)(F)F)CC(C)(C)N1OC(=O)c1ccco1,1627,-1,8,0.83,0.0,4,1,-6,-30,5,0.9
CCOc1ccccc1N1CC(C(=O)Nc2ccc(C(=O)O)cc2)CC1=O (stereo not given),1576,-3,9,0.0049,1.0,0,10,-8,-15,10,0.9
CC(C)c1cc(C(=O)N2CCCC(CCC(=O)NCc3ccccc3F)C2)n(C)n1 (stereo not given),1584,6,-12,0.012,-2.2,3,8,3,7,6,1.1
Oc1c(Br)cc(Br)cc1/C=N/c1nc2c(s1)CCCC2,1704,-1,.,0.68,-4.7,10,9,-8,.,6,.
COc1ccc(NC(C)=O)cc1NC(C)C(=O)Nc1cccc2ccccc12 (stereo not given),1657,6,-9,1.6,0.0,11,-7,1,.,17,1.1
Cc1ccc(OCCn2c(=O)cnc3ccccc32)cc1,1491,2,.,.,1.8,1,-7,3,-4,-1,0.4
O=C(Nc1cccc(O)c1)c1cc(-c2ccco2)on1,1482,2,14,.,-3.0,-10,-3,-8,.,-3,0.9
O=S(=O)(N1CCCCC1)n1c(Cc2ccccc2)nc2ccccc21,1305,-9,11,.,2.1,0,-2,54*,-16,-8,0.9
# Carrying on.
SMILES,TR-FRET SRC-2 ct,PPARg SRC3 recr,bIAP inh,ROMK primary,DTT redox prof,PPARg SRC1 recr,TLR4-MyD88 BLA,L major viab,S1P3 antagonist,PPARg SRC2 recr,bIAP act
CCCOc1cccc(-c2nn(-c3ccccc3)cc2/C=C(\C#N)C(=O)NCCCn2ccnc2)c1,1290,0,22,.,2.7,1,0,89*,1,-5,0.8
CCOc1ccccc1NC(=O)CSc1nnc(-c2ccccc2Cl)n1Cc1ccco1,1289,-5,-2,-1.9,2.8,4,-4,51*,14,2,1
CSc1nnc2c3ccccc3c3ccccc3c2n1,1264,-16,1,.,8.4,-4,5,-1,.,0,1
COc1ccc(Cn2c(-c3ccc(Br)cc3)c[n+]3ccccc23)cc1,1698,2,25,.,1.7,-1,-16,99*,2,6,0.8
COc1ccccc1CNC(=O)COc1ccc([N+](=O)[O-])cc1,1567,1,6,.,-0.3,1,1,2,-18,0,0.9
Cc1nn(C)cc1NC(=O)CCSc1nc(-c2ccco2)cc(C(F)(F)F)n1,1462,-13,4,-0.014,-4.0,6,10,-5,-15,-3,1
Cc1cccc(C)c1OCc1nnc2c3cnn(C)c3ncn12,1250,0,10,.,4.2,-7,5,4,.,-4,0.9
COc1cccc(NC2SC(=O)N(c3ccccc3)C2=O)c1 (stereo not given),1351,-3,9,.,-2.2,0,0,17,6,0,0.9
c1ccc2c(c1)CCN(Cc1nnnn1Cc1ccc3c(c1)OCO3)C2,1363,-4,1,.,-0.2,4,-1,11,17,6,1
CCOC(=O)c1cc(-c2ccccc2)sc1NC(=O)CSc1nncs1,1731,0,-11,.,0.3,7,8,4,2,8,1.1
COc1ccccc1CCc1nnc(CCC(=O)NCC[C@@H]2C[C@@H]3C=C[C@H]2C3)o1,1577,3,-8,-2.2,-0.1,1,5,-5,-11,12,1.1
CCOC(=O)C(C)Oc1ccc2c(-c3cccc([N+](=O)[O-])c3)cc(=O)oc2c1 (stereo not given),1717,0,12,.,0.1,-1,4,-6,-1,3,0.9
Cn1c(SCC(=O)OC2CCCCC2)nnc1-c1ccc2c(c1)OCO2,1866,3,11,.,2.6,9,-1,-3,9,5,0.9
CCOC(=O)c1c(N2C(=O)Nc3cc(Cl)c(Cl)cc3N2O)sc2c1CCCCC2,1619,4,9,.,14,-4,5,-8,.,-5,0.9
Cc1cc(C)n(-c2ccc(C(=O)Nc3ccc(S(=O)(=O)N(C)C)cc3)cc2)n1,1555,3,17,-0.46,-0.4,-4,-10,10,-6,0,0.8
Cc1cc(NC(=O)CCC(=O)N(c2ccccc2)C(C(=O)NC2CCCC2)c2ccncc2)no1 (stereo not given),1619,-1,0,.,-0.2,-4,-3,-2,-14,-1,1
Cc1ccc([N+](=O)[O-])c2cccnc12,1496,-3,6,.,14,-2,8,-1,.,-4,0.9
